PTHR1 agonist = qHTS for PTHR1 Agonists: Primary Screen | 410,000 compounds, 0.075% hits | Potency, µM (titrated, usually from 115 µM), for the others: at the highest dose activation, usual class: activators | Parathyroid hormone/parathyroid hormone-related peptide receptor (Homo sapiens), Q03431 | HEK293 GP2 PTHR1 cells, GloSensor cAMP luminescence, 1 h; further: nearly all actives have a fitted effect of over 55% in size; some results filed as inactive show a strong effect at the top dose; inactives centre near -15; many of its hits are not listed in these tables
Target sequence (Q03431 whole entry, looked up): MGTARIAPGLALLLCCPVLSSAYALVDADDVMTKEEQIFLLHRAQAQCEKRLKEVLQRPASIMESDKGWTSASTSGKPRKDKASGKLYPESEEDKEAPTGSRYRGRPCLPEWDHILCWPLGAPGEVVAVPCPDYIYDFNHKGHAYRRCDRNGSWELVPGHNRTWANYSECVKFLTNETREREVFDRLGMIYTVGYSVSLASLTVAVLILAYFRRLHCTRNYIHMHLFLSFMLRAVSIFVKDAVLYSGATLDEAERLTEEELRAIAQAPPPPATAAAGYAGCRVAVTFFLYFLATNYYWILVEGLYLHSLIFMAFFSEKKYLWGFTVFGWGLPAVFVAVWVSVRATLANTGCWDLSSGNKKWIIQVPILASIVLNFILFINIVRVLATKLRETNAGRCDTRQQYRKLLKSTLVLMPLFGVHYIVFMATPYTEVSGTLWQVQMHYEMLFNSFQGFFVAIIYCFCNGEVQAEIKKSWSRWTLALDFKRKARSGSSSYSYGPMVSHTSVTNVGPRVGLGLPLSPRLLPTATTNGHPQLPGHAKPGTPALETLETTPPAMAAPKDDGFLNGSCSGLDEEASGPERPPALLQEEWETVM
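HEK-293-derived GP2 cells expressing PTHR1 and a GloSensor cAMP reporter, 3,000/well, plated overnight, given luciferin plus IBMX (each 0.5 mM as added) for 1 h at 37 °C, then compound for 1 h at 37 °C. Luminescence was read after 15 min at room temperature.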
TDP43 rescue = qHTS of TDP-43 Inhibitors; 410,000 compounds, 1.8% hits; TDP-43 expressing yeast growth rescue, BacTiter-Glo, 24 h; Potency, µM (top dose mostly 46.1 µM), without a hit: top-dose growth rescue (activation), most hits filed as activators; further: % of control where 0% means no effect; nearly all actives have a fitted effect of over 50% in size
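Growth rescue of TDP-43-toxic yeast measured as ATP luminescence (BacTiter-Glo). Cells grown to mid-log in raffinose, induced in galactose at OD600=0.02, exposed to compound 24 hr at 30 deg C.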
FUS suppressor = qHTS for Suppressors of FUS Proteinopathy: Primary screen using FUS-linked yeast assay. S. cerevisiae FUS-expressing, growth rescue, OD600, 24 h. Potency, µM (highest dose often 76.6 µM), inactives show at the top dose growth rescue (activation), hits mostly activators. 390,000 compounds, 0.24% hits. AID 1347120, 2019;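 further: plate controls were DMSO vehicle for no effect and reference control for full effect; nearly all actives have a fitted effect of over 55% in size; some results filed as inactive show a strong effect at the top dose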
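Read-out: OD at 600 nm after 24hr at 30C, reporting rescue of FUS-induced yeast toxicity. Cells at OD 0.005 in galactose (2%) minimal medium; compounds tested in a dilution series; CP55940 titration from 92uM final as control.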
Active calls of the source: *; i = inactive; ? = inconclusive; [ ] = remark or other dose. The call rests on the fitted dose curve; in most records, active means well fitted curve in the direction sought with a large enough effect; inconclusive means small, poorly fitted or top-dose-only effect, or another doubt; inactive means no such curve, though single readings can be large; an effect the other way counts as inactive or inconclusive. Potency means the concentration at half of the fitted maximal effect. This is a subset, so the mix of outcomes need not match the whole.

cpd	Compound	PTHR1 agonist	TDP43 rescue	FUS suppressor
1	Cc1ccc(C)c(N2CCN(C(=O)C(C)n3c(C)c4cnn(-c5ccccc5)c(=O)c4c3C)CC2)c1 (stereo not drawn)	i	0%	-3%
2	COc1ccc(Cn2c(=O)c3cccnc3n(Cc3cccc(OC)c3)c2=O)cc1	3%	12%	20%
3	CC(C)c1ccc(NC(=O)c2ccc3c(c2)CCN3S(=O)(=O)c2ccccc2)cc1	-10%	1%	?
4	CC(=O)Nc1ccc(NC(=O)C(NC(=O)C2CCC(C)CC2)C(C)C)cc1 (stereo not drawn)	?	9%	-10%
5	CCOc1ccc(N2CC(c3nc4ccccc4n3CCOc3ccc(CC)cc3)CC2=O)cc1 (stereo not drawn)	i	4%	13%
6	Cc1ccc(CNC(=O)c2nc(-c3ccc(Cl)cc3)n3c2CCCCC3)cc1	i	22%	?
7	Cc1nc(N2CCCC2)ncc1C(=O)N1CCN(c2ccccc2F)CC1	i	12%	-5%
8	CC(=O)Nc1cccc(NC(=O)C2(c3cccs3)CCOCC2)c1	-12%	11%	4%
9	COc1ccc(C2Nc3ccccc3-c3cc(C)nn32)cc1OC (stereo not drawn)	-71%[inhibitor]	24%	-2%
10	COc1ccc(CCCc2nnc(SCC(=O)Nc3ccc(F)cc3)o2)cc1C	-14%	?	9%
11	COc1cc(NC(=O)CSc2ccc(-c3sc(-c4ccccc4)nc3C)nn2)cc(OC)c1	-67%[inhibitor]	17%	-17%
12	CCC1CCCCN1C(=O)Cn1c(=O)n(CC2CCC(C(=O)NC)CC2)c(=O)c2sccc21 (stereo not drawn)	-5%	7%	15%
13	COc1ccc(CNC(=O)Cn2nc(C)c3c(C)n(-c4ccccc4)nc3c2=O)cc1OC	-15%	-1%	-6%
14	CCOc1cccc(C(=O)N2CCC(c3nc4ccccc4s3)CC2)c1	-12%	14%	?
15	CC(C)(C)c1ccc(S(=O)(=O)N2CCN(C(=O)c3cc(-c4ccc(Br)cc4)n[nH]3)CC2)cc1	i	11%	-4%
16	COC(=O)CN1C(=O)CSc2ccc(S(=O)(=O)Nc3ccc(C)c(Cl)c3)cc21	-49%[inhibitor]	4%	31%
17	COc1ccc(CNC(=O)c2cc3c(=O)n(Cc4cccnc4)ccc3nc2C)cc1	-5%	11%	-10%
18	CC1CCN(S(=O)(=O)c2ccc3c(ccn3CCC(=O)NCc3ccc(N(C)C)cc3)c2)CC1	i	10%	38%
19	Cc1ccc(NC(=O)CN2C=NS(=O)(=O)c3ccccc32)c(C)c1	i	?	-4%
20	CCc1ccc(NC(=O)C2CCN(S(=O)(=O)c3c(C)noc3/C=C/c3ccco3)CC2)cc1	-14%	20%	19%
21	CC1CCCN(S(=O)(=O)c2cc(C(=O)NCc3ccccc3Cl)n(C)c2)C1 (stereo not drawn)	-19%	26%	?
22	Cc1c(C(=O)OCC2CCCCC2)[nH]c2c1C(=O)CC(c1ccccc1Cl)C2 (stereo not drawn)	-8%	12%	-12%
23	Cc1ccc(CNC(=O)C(C)n2nc(C)n3c(cc4sccc43)c2=O)cc1 (stereo not drawn)	-5%	19%	-34%
24	COc1ccc(NC(=O)CCc2nnc3n(Cc4ccc(C)cc4)c(=O)c4ccccc4n23)cc1	i	2%	28%
25	CCc1ccccc1N1C(=O)N(C)c2ccccc2S1(=O)=O	-28%	17%	3%
26	COc1cccc(OCc2nc3ccccc3n2CCOc2cccc(C)c2)c1	-89%[inhibitor]	22%	39%
27	Cc1c(Cl)cccc1NC(=O)CSc1nc(=O)n(Cc2ccncc2)c2c1CCC2	7%	-19%	5%
28	CC(CNC(=O)c1ccc(Cn2c(SCc3ccccc3)nc3cccnc32)cc1)c1ccccc1 (stereo not drawn)	-54%[inhibitor]	-8%	34%
29	COc1ccc(S(=O)(=O)N2CCC(c3nnnn3-c3ccccc3)CC2)cc1OC	-34%[inhibitor]	-1%	-15%
30	CCC(Oc1ccccc1-c1nnc(-c2ccccc2)o1)C(=O)Nc1ccc(C(C)=O)cc1 (stereo not drawn)	-4%	4%	1%
31	CCOc1ccc(OCC)c(NC(=O)c2cnn(-c3ccc(F)cc3)c2C2CCN(C(=O)OC(C)(C)C)CC2)c1	i	6%	21%
32	CCN(CC)c1ccc(NC(=O)Cn2c(C)c3cnn(-c4ccccc4)c(=O)c3c2C)c(C)c1	-10%	9%	11%
33	CCN(Cc1ccccc1)C(=O)Cn1c(=O)n(-c2ccc(Cl)c(Cl)c2)c(=O)c2c(C)c(C(=O)N(C)C)sc21	i	15%	22%
34	CCN(CC)S(=O)(=O)c1ccc2c(c1)N(CC(=O)Nc1c(C)cc(C)cc1C)C(=O)CS2	i	?	12%
35	CCOC(=O)c1cc(-c2ccc(C)cc2)n(CC(=O)Nc2ccccc2F)c1C	-21%	20%	2%
36	Cc1c(C(=O)N(Cc2ccccc2F)C2CCS(=O)(=O)C2)oc2ccc(F)cc12 (stereo not drawn)	-12%	23%	28%
37	CCOc1ccc(Nc2c(S(=O)(=O)c3ccccc3)cnc3ccc(F)cc23)cc1	-47%[inhibitor]	6%	?
38	CCOc1ccc(C2NC(=O)c3c(COC)cc(C)nc3N2Cc2ccccc2)cc1OC (stereo not drawn)	-38%	3%	-8%
39	COC(=O)CC1Oc2ccc(F)cc2-n2cc(-c3ccc(C)cc3)nc21 (stereo not drawn)	-1%	6%	31%
40	Cc1ccccc1OCC(=O)Nc1ccc2nc(SCc3ccccc3)sc2c1	i	14%	14%
41	COc1ccc(C2CC(=O)c3cnc4c(-c5ccc(F)cc5)c(C)nn4c3C2)cc1OC (stereo not drawn)	i	6%	-3%
42	CCOC(=O)C1CCC(CN(Cc2ccc(OC)cc2)S(=O)(=O)c2ccc(F)c(C(=O)Nc3cc(Cl)ccc3OC)c2)CC1 (stereo not drawn)	i	-8%	6%
43	Cc1ccc(OCC(=O)Nc2ccc3c(c2)sc(=O)n3C)cc1	-60%[inhibitor]	6%	-8%
44	O=C(CC1C(=O)N(c2ccc(F)cc2)C(=O)N1Cc1cccnc1)Nc1ccc(F)cc1 (stereo not drawn)	-28%	-13%	3%
45	COc1ccc(NC(=O)C(=O)NCCc2csc3nc(-c4ccccc4C)nn23)cc1	-9%	11%	-15%
46	Cc1c(Cl)cccc1NC(=O)c1oc2ccc(S(=O)(=O)N3CCCCCC3)cc2c1C	i	16%	-11%
47	CC(=O)c1ccc(NC(=O)CSC2=Nc3ccccc3N=C(c3ccc(F)cc3)C2)cc1	-19%	17%	-4%
48	CC(C)c1ccc(NC(=O)c2cnc3sc(N4CCOCC4)nn3c2=O)cc1	i	2%	7%
49	CCN1CCN(C(c2ccccc2Cl)c2c(O)cc(C)n(CCOC)c2=O)CC1 (stereo not drawn)	-14%	-6%	-13%
50	Cc1oc2ncn(C)c(=O)c2c1C(=O)Nc1ccc(F)cc1	i	0%	-10%

Exported with two lines to a compound: part of the list above.
Order of values – PTHR1 agonist | TDP43 rescue | FUS suppressor
41: COc1ccc(C2CC(=O)c3cnc4c(-c5ccc(F)cc5)c(C)nn4c3C2)cc1OC (stereo not drawn)
  i | 6% | -3%
44: O=C(CC1C(=O)N(c2ccc(F)cc2)C(=O)N1Cc1cccnc1)Nc1ccc(F)cc1 (stereo not drawn)
  -28% | -13% | 3%
35: CCOC(=O)c1cc(-c2ccc(C)cc2)n(CC(=O)Nc2ccccc2F)c1C
  -21% | 20% | 2%
48: CC(C)c1ccc(NC(=O)c2cnc3sc(N4CCOCC4)nn3c2=O)cc1
  i | 2% | 7%
31: CCOc1ccc(OCC)c(NC(=O)c2cnn(-c3ccc(F)cc3)c2C2CCN(C(=O)OC(C)(C)C)CC2)c1
  i | 6% | 21%

The results go on.
cpd	Compound	PTHR1 agonist	TDP43 rescue	FUS suppressor
51	O=C(NCc1ccccc1Cl)c1ccc(CSCc2cccc(F)c2)o1	-45%[inhibitor]	?	25%
52	Cc1ccccc1Nc1c(-c2ccc(Cl)cc2)nc2c(C)cccn12	i	-3%	-16%
53	CCCOc1ccc(C2c3c(oc4ccccc4c3=O)C(=O)N2c2nc(C)c(C(=O)OCC)s2)cc1 (stereo not drawn)	i	?	14%
54	Cc1ccc(-c2nc3ncccc3o2)cc1NC(=O)c1cccc(OCC(C)C)c1	i	19%	-13%
55	COc1ccc(-c2nc(SCC(=O)NCCc3ccccc3)n[nH]2)cc1	-63%[inhibitor]	9%	31%
56	CCOc1ccccc1CNCc1c(C(=O)O)c(C)n(Cc2ccc(Cl)cc2)c1C	-32%[inhibitor]	-8%	17%
57	Cc1cccc(C(=O)Nc2cccc(C(=O)OCc3cc(=O)n4c5c(sc4n3)CCCC5)c2)c1	i	-7%	?
58	Cn1ccc2cc(S(=O)(=O)N3CCCC(C(=O)NCc4ccc(F)cc4)C3)ccc21 (stereo not drawn)	-23%	16%	-4%
59	CCN(CC)S(=O)(=O)c1ccc2c(c1)N(CC(=O)NCC(C)c1ccccc1)C(=O)CO2 (stereo not drawn)	22%	-2%	14%
60	COc1ccc(NC(=O)Cn2nc(SC)c(S(=O)(=O)c3ccc(C)cc3)c2N)cc1OC	-18%	13%	11%
61	CCCCc1nn2c(=O)cc(COC(=O)c3cccc(NC(=O)COc4ccccc4)c3)nc2s1	-53%[inhibitor]	-11%	-6%
62	CCOC(=O)c1ccc(NC(=O)c2c(NCc3cc(OC)c(OC)cc3OC)sc3c2CCCC3)cc1	i	23%	?
63	COc1ccc(-c2c(C)nn3c(N4CCC(C(=O)NCCC(C)C)CC4)cc(C)nc23)cc1OC	-23%	13%	-1%
64	Cc1ccc2c(=O)cc(C(=O)Nc3ccc(S(=O)(=O)N4CCCCC4)cc3)oc2c1C	-3%	-1%	10%
65	CCc1ccc(N=C2NC(=O)CC(C(=O)Nc3ccc(OC)cc3)S2)cc1 (stereo not drawn)	-19%	13%	11%
66	COC(=O)c1sccc1S(=O)(=O)N1CCN(c2ccc(Cl)cc2)CC1	-33%[inhibitor]	?	19%
67	COc1ccc(-c2nc3ccccc3n2Cc2ccc(Cl)cc2)cc1	i	22µM*	34%
68	O=C(NCc1cccnc1)C(=O)NCC(c1cccnc1)N1CCN(c2ccccc2F)CC1 (stereo not drawn)	-3%	0%	14%
69	Cc1ccccc1C(=O)N(Cc1nc(-c2ccc(Cl)cc2)no1)C(C)C	-40%[inhibitor]	?	32%
70	O=c1c2ccccc2n(Cc2cccc(F)c2)c(=O)n1Cc1ccccc1Cl	i	15%	32%
71	COc1ccccc1CNC(=O)CC(c1ccc(F)cc1)N1Cc2ccccc2C1=O (stereo not drawn)	i	-9%	27%
72	Cc1ccc2c(c1)N(C(=O)N1CCC(C(=O)NC3CCCCCC3)CC1)CC(C)O2 (stereo not drawn)	-3%	24%	-16%
73	Cn1ncc(C(=O)N2CCN(c3ccccc3F)CC2)c1C1CCN(C(=O)OC(C)(C)C)CC1	i	14%	35%
74	COCCCNC(=O)CCn1c(=O)c2ccccc2n(CC(=O)Nc2c(C)cc(C)cc2C)c1=O	-5%	20%	0%
75	CC(=O)N1c2ccc(S(=O)(=O)NCC3CCC(C(=O)Nc4ccc(C)c(C)c4)CC3)cc2CC1C (stereo not drawn)	-88%[inhibitor]	1%	-28%
76	COCc1cc(C)nc2sc3c(c12)NC(c1ccccc1C(=O)O)N(c1ccc(OC)cc1)C3=O (stereo not drawn)	2%	5%	37%
77	COc1ccc(OC)c(CCNC(=O)c2c(C)oc3ncn(CC(C)C)c(=O)c23)c1	-31%	25µM*	?
78	CCOc1ccc(-c2cc(NC(=O)Nc3cccc(C(C)=O)c3)c(C(=O)OC)s2)cc1	9%	9%	1%
79	Cc1ccccc1Nc1cc(C(=O)NCCc2ccc(Cl)cc2)c2ccccc2n1	i	18µM*	-1%
80	CCc1ccc(-n2c(=O)c3c4c(sc3n(CC(=O)NCCCOC)c2=O)CCCC4)cc1	10%	4%	-33%
81	Cc1cccc(C(=O)Nc2nnc(S(=O)(=O)N3CCCc4ccccc43)s2)c1	-14%	6%	4%
82	COc1ccc(NC(=O)CCS(=O)(=O)c2nc(-c3cccs3)cc(C(F)(F)F)n2)cc1	-1%	?	24%
83	CCCN(Cc1cccs1)C(=O)Nc1cc(OC)ccc1OC	-56%[inhibitor]	15%	11%
84	CCc1ccc(S(=O)(=O)c2cn(C)c3cc(N4CCCCC4C)c(F)cc3c2=O)cc1 (stereo not drawn)	-42%[inhibitor]	28%	7%
85	COc1ccc(Cn2ccnc2SCC(=O)NCc2ccccc2)cc1	-36%[inhibitor]	0%	-2%

High-throughput results: PubChem BioAssay, National Center for Advancing Translational Sciences (NCATS)
